Screening data (PubChem)
DENV2 CPE: inhibitors of DENV2 cytopathic effect, primary screen, cell-based, plate reader, single concentration | DENV2-infected cells, cytopathic effect rescue | CPE inhibition, % at 9.99 µM | 1.7% of 350,000 active | AID 651640, 2012; in the data active means CPE inhibition above about 20%, passing the limit was not always enough; inconclusive means no clear call, values can overlap the other calls; tested in BHK-21 cells;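 further: 0% = median of neutral control wells and 100% = median of positive control wells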
RAD54 inh: inhibitors of human RAD54 branch migration, primary screen, biochemical, fluorescence, single point; DNA repair and recombination protein RAD54-like (Homo sapiens), Q92698; RAD54 Holliday junction branch migration, FAM/BHQ fluorescence; inhibition, % at 10.4 µM; 0.14% of 360,000 active; AID 602329, 2012;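 active means mean normalized replicate activity at least 40 and at least half of replicates scoring 40 or more; inconclusive means only one of the two criteria met; inactive means mean below 40 and under half of replicates reaching 40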;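 further: 0% = median of neutral control wells and 100% = median of positive control wells; inhibitors cause a drop in the FAM fluorescence signal; in these data hits start at about 50%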
GSIS activator: GLuc luminescence reporter in INS-1E cells, primary screen for activators of glucose-dependent secretion of insulin. 0.61% of 370,000 active. INS-1E GLuc reporter insulin secretion, 2-3 h. AID 743287, 2014. activation, % at 16.6 µM;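 active means lowest replicate activation of at least 40%, so every replicate reaches that level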;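 further: 0% = median of neutral control wells and 100% = median of IBMX positive control wells; some compounds called inactive have numbers as strong as hits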
CASP6 VEID inh: human caspase-6 inhibitors, primary screen, biochemical, VEID-R110 fluorescence, single point, set 2. inhibition, % at 12.5 µM. purified caspase-6, Z-VEID-R110 cleavage fluorescence. P55212. 0.53% of 350,000 active;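 active means mean inhibition across replicates at least about 35%, with every replicate also reaching that limit, limit read from the data; inconclusive means only one of the two criteria met; inactive means neither criterion met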;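 further: 0% = median of neutral control wells and 100% = no fluorescence left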
Target sequence (P55212 24-179 limits assumed): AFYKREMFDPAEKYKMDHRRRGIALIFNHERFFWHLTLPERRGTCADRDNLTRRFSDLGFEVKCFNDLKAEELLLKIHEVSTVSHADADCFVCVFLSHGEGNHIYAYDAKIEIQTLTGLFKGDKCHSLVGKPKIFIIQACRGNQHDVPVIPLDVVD
Target sequence (P55212 194-293 limits assumed): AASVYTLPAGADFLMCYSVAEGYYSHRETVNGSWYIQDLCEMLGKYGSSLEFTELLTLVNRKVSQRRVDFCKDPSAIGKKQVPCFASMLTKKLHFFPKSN
XiGFP reactiv: activators of inactive X chromosome reactivation, primary screen, imaging, XiGFP fibroblasts, GFP high-content imaging, set 2 | XiGFP mouse fibroblasts, % GFP-positive cells imaging, 3 d; cells co-treated with 5-aza-dC sensitizer; scaled so ellipticine positive control = 100% | activation, % at 7.58 µM | 0.055% of 360,000 active;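 active means mean normalized replicate activation at least 10% and every replicate at or above 10%; inconclusive means only one of the two criteria met; inactive means mean below 10% and not all replicates reach 10%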;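 further: 0% = median of on-plate neutral control wells and 100% = ellipticine 6 µM median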
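System: 68-5-11 XiGFP fibroblast line | Buffer or medium: DMEM containing 5-aza-dC | Compound: Single point | Times: Compounds 3 days, fix/stain 15 min at room temperature | Benchmarks: Positive control ellipticine, 6 µM final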
E-selectin induc: E-selectin induction in HUVECs, primary screen, imaging, HUVEC, immunofluorescence imaging, single point; P16581; normalized: neutral wells 0, TNF-alpha wells 100; activation, % at 7.58 µM; 0.37% of 260,000 active;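 active means mean E-selectin-positive cell signal at least 10% of the positive control, reached in at least 60% of replicates, without over 20% cell loss; inconclusive means no rule given, readout overlaps actives, possibly toxicity-flagged; inactive means the rest, including those meeting only one limit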;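 further: in these data hits start at about 27%; measured in HUVEC primary endothelial cells; signal is the percent of cells scored E-selectin positive by PE staining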
Target sequence (P16581 whole entry, looked up): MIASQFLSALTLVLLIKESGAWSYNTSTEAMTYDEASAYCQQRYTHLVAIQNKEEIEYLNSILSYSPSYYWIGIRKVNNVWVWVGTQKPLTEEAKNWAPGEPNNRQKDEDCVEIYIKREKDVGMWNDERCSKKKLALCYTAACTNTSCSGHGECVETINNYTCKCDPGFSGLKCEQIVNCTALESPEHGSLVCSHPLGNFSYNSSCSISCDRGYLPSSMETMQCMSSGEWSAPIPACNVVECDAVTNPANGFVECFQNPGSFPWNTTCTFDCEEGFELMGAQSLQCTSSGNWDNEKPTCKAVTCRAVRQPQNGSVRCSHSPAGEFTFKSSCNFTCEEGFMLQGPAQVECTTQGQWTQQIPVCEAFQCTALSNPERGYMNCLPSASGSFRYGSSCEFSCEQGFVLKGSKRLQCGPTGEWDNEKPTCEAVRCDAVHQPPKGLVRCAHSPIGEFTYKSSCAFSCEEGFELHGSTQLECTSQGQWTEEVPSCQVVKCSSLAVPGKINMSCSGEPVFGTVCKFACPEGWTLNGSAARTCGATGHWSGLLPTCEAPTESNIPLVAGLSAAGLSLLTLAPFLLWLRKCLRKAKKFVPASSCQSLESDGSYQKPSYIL
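System: HUVEC / Compound: single concentration / Signal: immunofluorescence imaging / Read-out: percent E-selectin-positive cells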
F508del corr: F508del CFTR correction, initial screen, CFBE line, single point; CFBE cells, YFP halide quenching; stimulated with forskolin plus potentiator P3; % fluorescence drop versus neutral controls; 0.36% of 350,000 active; activity (quench increase), % at 7.58 µM;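 active means mean added fluorescence quench of at least 8% versus neutral control, with both replicates also reaching 8%; inconclusive means only one of the mean or replicate conditions met; inactive means mean below 8% and not both replicates reaching 8%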;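 further: cells transiently co-express mutant CFTR-F508del with the halide-sensitive YFP; corrector assay measuring rescue of mutant channel to the surface after 24 h compound exposure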
RAD52 inh: RAD52 DNA annealing inhibitors, primary screen, biochemical, FRET, single point, set 2. DNA repair protein RAD52 homolog (Homo sapiens), P43351. recombinant RAD52 DNA annealing, FRET fluorescence. inhibition, % at 18.7 µM. 0.46% of 360,000 active;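 active means every replicate showing at least 50% inhibition; inconclusive means mean inhibition at least 50% but not in every replicate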
* marks the source's active call; other numbers are inactive results; ? = inconclusive; / = not tested or not shown; & = joins results of further samples.

mol	DENV2 CPE	RAD54 inh	GSIS activator	CASP6 VEID inh	XiGFP reactiv	E-selectin induc	F508del corr	RAD52 inh
Cc1noc(C)c1S(=O)(=O)Nc1ccc2c(c1)C(=O)N([C@@H](C)CO)C[C@@H](C)[C@@H](CN(C)C(=O)Nc1ccc(C(F)(F)F)cc1)O2	0	0	-29	0	0.0	-2.5	-0.1	-6
C[C@H](CO)N1C[C@H](C)[C@@H](CN(C)C(=O)Nc2ccc3c(c2)OCO3)Oc2ccc(NC(=O)C3CCCCC3)cc2CC1=O	-3	1	-8	-1	0.0	?	-1.9	16
C[C@H](CO)N1C[C@H](C)[C@@H](CN(C)C(=O)Cc2ccccc2)OCc2cnnn2CCCC1=O	12&5&11	3&-7&3	14&-4	0&-1&-1	0.0&0.4	2.6&0.5	-1.0&0.7&-0.6	-5&8&-3
CC(C)C(=O)Nc1ccc2c(c1)C(=O)N(C)[C@H]1CC[C@@H](CC(=O)NCC3CC3)O[C@H]1CO2	16	7	7	-1	0.2	0.0	-3.9	-3
O=C(COC(=O)c1ccc(CO)cc1)Nc1ccc2ccccc2c1	8	-3	2	-4	0.5	6.2	-2.9	-7
CC1(C)NC(=O)N(CC(=O)OCC(=O)c2ccc(Cl)s2)C1=O	-6	0	0	0	-0.1	9.1	1.0	-20
CCOc1ccc(NC(=O)CSc2nc(N3CCOCC3)nc(N3CCOCC3)n2)cc1	0	-11	-3	-1	0.1	0.8	-1.1	-6
O=C(NS(=O)(=O)c1cccs1)[C@H]1O[C@@H](n2ccc(=O)[nH]c2=O)[C@H](O)[C@@H]1O	77*	/	8	-1	0.9	0.2	-4.1	-4
COc1ccc(NS(=O)(=O)c2cccc(C(=O)N3CCCCCCC3)c2)cc1	?	-1	-26	-168	-0.9	-0.3	-3.2	0
COc1ccc(OC)c(Nc2nc(NCc3ccco3)c3ccccc3n2)c1	-18	-6	-6	-3	0.1	/	5.0	-5
C[C@H]1CN([C@@H](C)CO)C(=O)Cc2cc(NC(=O)CCC(F)(F)F)ccc2O[C@@H]1CN(C)S(=O)(=O)c1ccc(Cl)cc1	-4	1	6	-2	-0.2	0.3	0.1	9
CCC(=O)N1C[C@@H](O)COC[C@H]2O[C@H](CC(=O)NC)CC[C@@H]21	-1	0	12	1	0.3	-0.2	-0.6	-9
C[C@H]1CN([C@@H](C)CO)C(=O)c2cc(NC(=O)Cc3cn(C)c4ccccc34)ccc2O[C@H]1CN(C)Cc1ccc(Cl)c(Cl)c1	10	1	-8	2	-0.4	12	4.0	16
C[C@H]1CN([C@@H](C)CO)C(=O)c2cc(NS(=O)(=O)c3cn(C)cn3)ccc2O[C@H]1CN(C)C	-3	-9	24	-2	-0.1	3.0	-1.2	-4
CN(CC(=O)NCCc1ccc(F)cc1)Cc1ccc(Br)cc1	0	-22	-23	4	0.0	-0.1	-0.4	-3
CC(C)(C)N1C(=O)[C@H]2[C@@H](c3ccc(Br)cc3)N3C(=O)N(c4ccccc4)C(=O)[C@@]3(Cc3ccccc3)[C@H]2C1=O	-2	-2	3	2	-0.6	-0.1	0.4	-7
COc1cccc(NC(=O)C[C@H]2CC[C@@H]3[C@H](COc4ccc(NC(=O)C5CCOCC5)cc4C(=O)N3C)O2)c1	3	4	-8	-1	0.1	0.1	1.8	6
CC(C)C[C@H]1CNC(=S)N1CC1CCCN1C[C@H](Cc1ccccc1)N1C[C@H](Cc2ccc(O)cc2)N(CC2CCCCC2)C1=S (some centres undefined)	7	7	26	1	0.0	-0.9	7.1	-10
CO[C@@H]1CN(C)C(=O)c2cc(NC(=O)c3ccccc3F)ccc2OC[C@H](C)N(C(C)=O)C[C@H]1C	8	-2	8	-1	0.3	0.2	-0.8	1
CCC(=O)Nc1ccc2c(c1)OC[C@H](C)N(C(=O)c1ccc(F)cc1)C[C@@H](C)[C@@H](OC)CN(C)C2=O	?	-3	-3	-3	0.0	-0.1	-2.4	-9
CSc1ncc(CNc2cc([N+](=O)[O-])ccc2C)c(N)n1	-7	-7	-22	-3	-0.1	0.0	-2.3	6
O=C(C1CCCC1)N1CC2(C1)[C@H](c1ccccc1)[C@H](CO)N2Cc1ccccc1F	-4	/	-20	1	0.0	0.0	0.1	-60
CO[C@@H]1CN(C)C(=O)c2cc(NC(=O)C3CC3)ccc2OC[C@H](C)N(C(=O)c2ccncc2)C[C@@H]1C	3	-2	11	8	0.9	-0.4	-0.3	7
COc1ccccc1S(=O)(=O)N[C@@H]1C=C[C@@H](CC(=O)NCc2cccc(F)c2)O[C@H]1CO	-3	1	-1	2	0.2	0.0	0.0	10
O=C(CSc1nnc(SCc2ccccc2)s1)NNC(=S)Nc1ccccc1	6	-2	-17	1	0.7	/	/	-13
COc1ccc(-c2cn(CC[C@@H]3CC[C@H](NC(=O)Nc4ccc(F)cc4)[C@@H](CO)O3)nn2)cc1	50*	/	-10	0	-0.2	-0.3	4.4	9
COCC(=O)N(C)C[C@H]1Oc2cc(C#Cc3cccnc3)ccc2S(=O)(=O)N([C@H](C)CO)C[C@@H]1C	-4	2	4	1	0.5	-0.2	-1.7	0
COc1cc(C(=O)N/C(=C\c2cn(C)c3ccccc23)C(=O)NCCCn2ccnc2)cc(OC)c1OC	3	/	-5	-6	0.1	0.6	0.6	-4
Cc1cc(C(=O)N2CCN(C(=O)c3ccco3)CC2)ccc1[N+](=O)[O-]	15	/	6	0	0.1	0.0	-1.1	6
CN1CCN(c2ccc(CNS(=O)(=O)c3ccc(F)cc3Cl)cc2)CC1	-9	-2	2	-16	0.5	/	-4.7	1
NC1=NC[C@H](c2ccccc2)N1CCc1cccc(F)c1	15	-16	/	0	0.0	-0.1	2.5	-6
CC(=O)NCCNc1nc(NC(C)C)nc2ccsc12	7	-14	3	1	0.0	0.0	-1.5	-4
CCn1c(C)nnc1SCC(=O)NC1CCCC1	-3	10	19	2	0.1	/	-0.9	-6
C[C@H]1CN([C@@H](C)CO)C(=O)c2cccc(NC(=O)c3cnccn3)c2O[C@@H]1CN(C)CC1CC1	-2	0	6	-3	0.0	-0.7	1.1	-15
Cc1ccc(C(=O)N2CCN(S(=O)(=O)N3CCOCC3)CC2)cc1	-4	/	18	-4	0.0	/	-0.9	-7
CCN(CC)C(=O)CN(c1cccc([N+](=O)[O-])c1)S(=O)(=O)c1ccccc1	-1	3	/	-1	0.5	/	0.4	-9
COc1ccccc1OCC(=O)NCCCn1ccnc1	/	/	7	-70	0.2	0.3	-1.0	10
Cc1ccc2c(c1C)OC(=O)CC2(C)C	/	-2	0	/	-0.1	-0.4	/	/
CCOc1ccccc1-c1n[nH]c(=S)o1	/	3	2	-1	/	/	/	0
Cc1cccc(Oc2ncccc2[N+](=O)[O-])c1C	-7	1	13	2	0.2	0.0	-0.5	-12
O=S(=O)(Cc1ccccc1)NCC[C@@H]1CC[C@H](NS(=O)(=O)c2ccccc2)[C@@H](CO)O1	18	-7	-1	-1	-0.7	-0.2	0.1	-33
CC(=O)Nc1ccc(NC(=O)C(C)OC(=O)C(C)SCC(=O)Nc2ccc(C)cc2)cc1 (centres undefined)	?	2	-5	5	0.0	2.1	-0.5	-16
N#Cc1c(Cn2cncn2)nc(=O)n(-c2ccccc2)c1N	-2	-7	-7	-2	0.1	/	-1.2	-14
O=S(=O)(NCc1ccco1)c1ccccc1Br	2	14	-22	3	-0.2	-0.1	-0.8	-5
COCC(=O)N(c1ccccc1)C(C)C(=O)OC (centres undefined)	-1	-2	-1	3	0.2	/	0.9	-23
Cc1nnc(NC(=O)CSc2nnc3c(n2)[nH]c2ccc(Br)cc23)s1	0	/	10	0	0.5	0.4	-1.1	-15
O=C(CCSc1ccc(Cl)cc1)NN=C1CCCCCC1	10	/	-12	1	0.1	0.1	-0.5	-15
CCOc1ccc(NC(=O)CN(C)C(=O)C2CCCO2)cc1OCC (centres undefined)	?	11	16	0	0.3	/	0.9	-6
COc1ccc(C2N=C(c3ccccc3)NO2)cc1OC (centres undefined)	5	-1	0	2	0.1	/	-1.1	-31
Cc1ccccc1NC(=O)Cc1nnc(SCC(=O)NC2=NCCS2)n1C	-2	9	8	-3	0.0	/	-0.6	-17
COc1ccc(CCNC(=O)c2c(O)c3ccccc3n(C)c2=O)cc1	11	-1	14	-3	0.1	/	-1.1	-14
Cc1cccc2sc(NNC(=O)c3ccc(S(=O)(=O)N4CCCC(C)C4)cc3)nc12 (centres undefined)	-9	-9	-7	1	-0.4	/	3.8	-1
CCN(CC)C(=O)COc1ccc(/C(C)=N/NC(=O)c2ccccc2Br)cc1	?	0	17	/	0.0	-1.2	-3.9	3
C[C@@H]1CCCCO[C@H](CN(C)C(=O)Nc2ccc(C(F)(F)F)cc2)[C@@H](C)CN([C@H](C)CO)C(=O)c2cc(NC(=O)C3CCCCC3)ccc2O1	0	-15	0	0	-0.9	0.0	0.4	-9
COC(=O)c1c(CC[C@@H](CO)NC(=O)N[C@H](Cc2ccccc2)Cn2cc(-c3ccccc3N)nn2)oc(C(C)=O)c1C(=O)OC	0	/	/	2	/	/	-1.1	-35
O=C(Nc1ccc(Cl)cc1)N[C@@H]1CC[C@@H](CCn2cc(-c3ccccc3F)nn2)O[C@H]1CO	?	3	-7	-3	0.6	-0.6	2.5	1

The listing continues:
mol	DENV2 CPE	RAD54 inh	GSIS activator	CASP6 VEID inh	XiGFP reactiv	E-selectin induc	F508del corr	RAD52 inh
C#CCNC(=O)C1=C[C@H](c2csc3ccccc23)[C@@H](CCCO)[C@H](OCC)O1	5&3	1	/	3&3	0.1	-0.1	1.1&-0.4	-13&4
CN(C)C(=O)c1cnc(-c2ccccc2)nc1-c1ccccc1	10	3	5	-2	0.0	0.2	/	-13
C=CCN1C(c2cccc(C(F)(F)F)c2)=CS/C1=C(/C#N)c1nnc(N2CCOCC2)n1-c1ccccc1	0	-17	-19	13	0.5	-0.7	/	-14
C/C=C/c1ccc([C@@H]2[C@@H](CN(C)C(=O)CN(C)C)N(C(C)=O)[C@H]2CO)cc1	6	-2	11	0	0.0	1.3	-2.3	-6
COc1ccc(C(=O)N2CCN(CCc3ccccc3)CC2)cc1[N+](=O)[O-]	4	-26	65	-2	0.3	/	-2.0	-4
COc1cccc(/C=N/Nc2ccc(Cl)nn2)c1	4	-4	6	-1	0.2	3.9	0.4	5
COc1ccc(NC(=O)Nc2ccc3c(c2)OC[C@@H](C)NC[C@H](C)[C@H](OC)CN(C)C3=O)cc1	22*	/	2	3	0.1	0.2	-0.6	9
